Screening data (PubChem BioAssay)
NPR2 activator = GC-B (human) receptor activation | P20594 | HEK293-GC-B cells, CNP EC30, cGMP TR-FRET; 0% at EC30 CNP, 100% saturating CNP | activation, % at 10 µM | 370,000 compounds, 0.11% hits | AID 1920062;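 active = activation at 10 µM reaching about 35% in either raw or pattern-adjusted values, limit read from the data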
UHRF1 binding = human UHRF1 methylated DNA binding inhibitors | Q96T88 | UHRF1 binding to methylated oligo, TR-FRET | inhibition, % at 4.4 µM | 370,000 compounds, 0.75% hits | AID 687016; in the data active = inhibition above about 21%;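 note: UHRF1 SRA domain binding a hemimethylated CpG hairpin DNA probe; 0% = median of test compound wells and 100% = reference inhibitor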
HTRA1 inh = blocks human HTRA1 serine peptidase | recombinant HTRA1, FP-rhodamine activity-based probe, fluorescence polarization | 340,000 compounds, 0.5% hits | AID 504803 | Q92743 | inhibition, % at 5.96 µM; in the data active = inhibition above about 36%;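 note: 0% = enzyme with DMSO and 100% = wells lacking enzyme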
rCAG binder = r(CAG) repeat RNA binding | TO-PRO-1 dye displacement fluorescence | inhibition, % at 3 µM | 370,000 compounds, 1.3% hits | AID 651821;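 active = inhibition above the plate cutoff, the mean of all test compounds on that plate plus 3 SD, cut at about 35% in these data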;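 note: 0% = DMSO alone and 100% = 100 µM mitoxantrone as full dye displacement; higher means more dye released from RNA so lower well fluorescence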
TCR-CD3 inh = blocks the human TCR-CD3 interaction. inhibition, % at 9.4 µM. 360,000 compounds, 0.37% hits. AID 651800. TAMRA-labeled TCR probe fluorescence, biochemical; in the data active = inhibition above about 19%;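 note: recombinant mutant TCR 2C K166C tagged with TAMRA read by polarization; 0% = receptor in buffer alone and 100% = receptor with positive control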
ABHD4 inh = inhibitors of mouse ABHD4; Q8VD66; purified mABHD4, FP-Rh probe fluorescence polarization; inhibition, % at 8.92 µM; 370,000 compounds, 0.54% hits;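 active = inhibition exceeding the mean over every tested compound plus 3 SD, cut at about 30% in these data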;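 note: 0% = plate median of compound wells and 100% = S159A mutant with DMSO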
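Material: mouse ABHD4 enzyme, wild type; Benchmarks: S159A mutant high control, sample median low control; Buffer or medium: HEPES pH 7.0, NaCl, Pluronic buffer; Signal: fluorescence polarization; Read-out: percent inhibition of probe binding, normalized to plate controls; Timing: pre-incubation 45 min, probe exposure 60 min, at 25 °C; Dosing: 8.92 µM, single dose.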
SIAE inh = blocks human sialic acid acetylesterase. SIAE FP-Rh probe binding, fluorescence polarization. Q9HAT2. 370,000 compounds, 0.69% hits. inhibition, % at 9.66 µM. AID 1053197;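 active = inhibition above a cutoff: mean of compounds within the control limits plus 3 SD of those, cut at about 17% in these data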;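 note: 0% = plate median of compound wells and 100% = probe without SIAE protein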
GC-A act = GC-A (human) enzyme activation; activation, % at 10 µM; HEK293 GC-A cells, cGMP TR-FRET, EC30 ANP; 0% at EC30 ANP, 100% saturating ANP; AID 1671463; 370,000 compounds, 0.14% hits; P16066; in the data active = activation above about 40%
Target sequence (P16066 whole entry, looked up): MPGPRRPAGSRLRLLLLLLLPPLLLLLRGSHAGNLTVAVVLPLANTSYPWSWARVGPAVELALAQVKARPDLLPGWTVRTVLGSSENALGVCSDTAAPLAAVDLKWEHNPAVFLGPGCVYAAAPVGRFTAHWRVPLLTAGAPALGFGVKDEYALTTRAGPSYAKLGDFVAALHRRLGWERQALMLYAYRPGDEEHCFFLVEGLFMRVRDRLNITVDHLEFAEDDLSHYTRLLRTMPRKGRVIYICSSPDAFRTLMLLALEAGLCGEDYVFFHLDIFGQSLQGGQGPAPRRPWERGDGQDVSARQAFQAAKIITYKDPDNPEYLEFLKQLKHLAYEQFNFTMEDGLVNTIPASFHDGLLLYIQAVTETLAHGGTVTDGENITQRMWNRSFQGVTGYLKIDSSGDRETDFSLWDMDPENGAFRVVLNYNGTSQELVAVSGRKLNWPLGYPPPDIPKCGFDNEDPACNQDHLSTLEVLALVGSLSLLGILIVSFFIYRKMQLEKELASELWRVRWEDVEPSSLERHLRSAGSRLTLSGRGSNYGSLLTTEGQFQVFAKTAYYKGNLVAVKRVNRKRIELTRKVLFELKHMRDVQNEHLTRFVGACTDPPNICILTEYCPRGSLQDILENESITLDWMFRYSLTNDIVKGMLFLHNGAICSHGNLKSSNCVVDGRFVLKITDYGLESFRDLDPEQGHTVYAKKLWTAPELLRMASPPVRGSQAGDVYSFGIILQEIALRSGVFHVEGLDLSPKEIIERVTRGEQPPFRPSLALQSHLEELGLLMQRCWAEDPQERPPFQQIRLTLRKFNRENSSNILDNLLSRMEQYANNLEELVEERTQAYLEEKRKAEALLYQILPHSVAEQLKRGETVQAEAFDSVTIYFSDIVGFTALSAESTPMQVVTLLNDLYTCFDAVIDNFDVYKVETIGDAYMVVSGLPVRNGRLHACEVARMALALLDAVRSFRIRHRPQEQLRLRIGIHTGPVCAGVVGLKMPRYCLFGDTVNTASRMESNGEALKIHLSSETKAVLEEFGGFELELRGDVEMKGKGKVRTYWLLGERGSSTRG
MBD2 inh = MBD2-methylated oligo binding inhibition; Q9UBB5; TR-FRET, MBD2 binding to methylated oligonucleotide; inhibition, % at 4.4 µM; 370,000 compounds, 0.31% hits; AID 686964; in the data active = inhibition above about 13%
PRMT1 FP inh = blocks human protein arginine methyltransferase 1; AID 652257; Q99873; 370,000 compounds, 1.3% hits; inhibition, % at 2.79 µM; recombinant PRMT1, activity-based probe fluorescence polarization;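 active = inhibition above about 21% made by adding two undisclosed values, limit read from the data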
* hit, by the source's call; . = no result given. This is a subset (hit frequency here may not be typical).

SMILES	NPR2 activator	UHRF1 binding	HTRA1 inh	rCAG binder	TCR-CD3 inh	ABHD4 inh	SIAE inh	GC-A act	MBD2 inh	PRMT1 FP inh
Cc1nn(-c2ccccc2)c2c1C(c1c(C)[nH]c(C#N)c1C)C(C#N)=C(N)O2 (stereo unspecified)	-2	1	13	5	-2	9	8	-2	-9	1
O=C(CS(=O)(=O)c1ccccc1)NCc1ccco1	2	0	1	2	1	8	9	-1	-3	3
CC(=O)c1ccc(-c2ccc(C(=O)N(C)c3c(N)n(Cc4ccccc4)c(=O)[nH]c3=O)o2)cc1	-4	-2	-4	4	3	-2	3	0	-2	1
CCc1ccc(Nc2nc(N)nc(CSc3nnnn3-c3ccccc3)n2)cc1	-5	2	-28	4	4	-7	-1	-1	3	-1
CC(=O)Nc1ccc(C(=O)OCC(=O)N(Cc2ccccc2)C(C)(C)C)cc1	1	3	-7	-3	-3	2	7	6	-6	0
CCOC(=O)c1ccc(NC(=O)NCCN2CCCCC2)cc1	-1	-2	-4	1	7	9	2	1	2	-4
O=C(NNC(=S)Nc1ccc(Br)cc1)c1ccc(N2CCOCC2)c([N+](=O)[O-])c1	2	-9	14	73*	-2	3	4	3	-1	1
O=C(c1ccc(F)cc1)N1CCN(C(=O)c2ccc([N+](=O)[O-])cc2)CC1	-4	1	5	-1	-2	7	0	-1	-5	0
CCO/C=C1/C(=O)N(c2ccccc2OC)C(=O)c2ccccc21	7	-4	-5	3	-6	8	9	4	-8	8
O=C(NCc1ccc(F)cc1)C1C2C=CC3(CN(Cc4cccnc4)C(=O)C13)O2 (stereo unspecified)	1	-5	7	4	0	6	4	3	-6	0
C#CCOCC1CNC(=S)O1 (stereo unspecified)	4	-2	8	4	2	4	-3	3	-5	0
CC12CCC3(CO)COC(c4ccccc4O1)C2C3 (stereo unspecified)	8	3	2	-1	1	3	9	-3	-1	-3
Cn1c(=O)c2cc(NC(=S)NCc3ccccc3F)ccc2n1Cc1ccc(F)cc1	7	1	.	1	-4	0	2	5	-1	6
COc1ccc(CCNC(=S)Nc2cccc3ccccc23)cc1	5	-2	3	-4	6	2	3	0	-2	-2
CN1CCN(C(=O)C23CCC(C)(C(=O)C2Br)C3(C)C)CC1 (stereo unspecified)	-6	-2	5	-2	8	-2	2	4	0	-4
COc1ccc(/C=N/OCC(=O)N2CC3(C)CC2CC(C)(C)C3)cc1OC (stereo unspecified)	3	0	5	-11	5	8	3	0	-5	-1
c1ccc(CCOn2ccnc2)cc1	-1	-1	-2	-1	8	3	-5	1	-6	-2
COc1ccc(OC)c(S(=O)(=O)N(CC(=O)NC2CCC(C)CC2)c2cc(C)cc(C)c2)c1 (stereo unspecified)	-5	1	.	3	.	5	-4	-13	-1	1
CCOC(=O)C1(Cc2cccc(OC)c2)CCN(Cc2cnc(N)nc2)CC1	-7	-2	.	-8	2	-3	-1	-12	1	-2
COC(=O)c1ccccc1Oc1nc(Cl)cc(OC)n1	-2	0	4	-5	-3	-2	3	3	3	-3
C1CSC2(N1)C1CC3CC(C1)CC2C3 (stereo unspecified)	6	7	2	1	-7	-5	-6	2	-3	51*
Clc1ccc(NCc2cccnc2)c(Cl)c1	-6	1	-8	-3	2	0	1	-3	-1	4
CCOC(=O)c1c(C)nn(-c2ccc(NC(=O)c3cccs3)cc2)c1C	-2	-2	-34	-4	12	-14	-8	-1	0	1
COc1ccc(CC(=O)Nc2ccc(N3CCOCC3)cc2)cc1OC	-3	2	0	-1	1	0	4	-1	-4	-5
CC(C)(C)c1cc(C(c2cccnc2)N2CCN(CCO)CC2)cc(C(C)(C)C)c1O (stereo unspecified)	-16	1	-15	-9	2	8	2	-32	-1	22*

(list continues)
SMILES	NPR2 activator	UHRF1 binding	HTRA1 inh	rCAG binder	TCR-CD3 inh	ABHD4 inh	SIAE inh	GC-A act	MBD2 inh	PRMT1 FP inh
CCC[C@@H](CN1CCC[C@H]1CN1C(N)=NC[C@H]1C(C)C)N1C[C@@H](Cc2ccccc2)N(CCCC2CCCC2)C1=N	4	3	0	12	-11	11	3	-1	0	5
CCOC(=O)c1cnn(-c2nc(-c3ccccc3)cs2)c1C(F)(F)F	-1	-1	-19	2	4	-6	-3	-3	1	3
CC(C)(C)n1nnnc1C(c1ccccc1)N1CCN(C/C=C/c2ccccc2)CC1 (stereo unspecified)	-10	1	.	0	3	2	0	1	-1	-4
Cc1cc(C(=O)N2CCC2(C)C(=O)NCCC#N)nn1C (stereo unspecified)	0	0	.	1	-3	0	-3	6	-4	0
Fc1ccc(NC(=S)NCc2cccs2)cc1	1	3	-1	2	0	-1	0	4	-8	1
O=C(Nc1ccccc1Br)C1CCC(=O)N1Cc1ccccc1Cl (stereo unspecified)	0	-3	-1	-2	8	2	3	3	-5	-1
CCc1ccc2c(COC(=O)C3CC(=O)N(CCc4ccccc4)C3)cc(=O)oc2c1 (stereo unspecified)	-10	-1	-9	-1	-8	10	1	-8	5	3
CCO[C@@H]1OC(C(=O)NC2CC2)=C[C@H](c2ccccc2)[C@H]1CCCO	7	2	-5	-5	10	1	1	3	-2	-1
CCCSc1nc2c(cnn2-c2ccccc2)c(=O)n1N	-2	-1	-14	-6	0	10	3	10	2	0
COc1ccc(OC)c(CCNC(=O)c2cccc(NC3=NC4CS(=O)(=O)CC4S3)c2)c1 (stereo unspecified)	1	-1	6	1	-8	-2	3	6	3	4
COc1ccc(N(C(=O)c2ccco2)C(C(=O)NC2CCCC2)c2cccs2)c(OC)c1 (stereo unspecified)	-14	0	-2	-7	0	-3	1	-23	0	7
Cc1nn(-c2ccc(Cl)cc2)c(Cl)c1/C=C(\C#N)C(N)=O	5	-4	-7	2	-1	4	7	49*	-7	0
CC12CCC(=O)N1C(C(=O)N1CCN(S(=O)(=O)c3cccc(C(F)(F)F)c3)CC1)CS2 (stereo unspecified)	6	1	-2	-6	-3	2	1	-1	0	2
COc1cccc(-c2ccc(C3=CC(=O)CC(C)(C)C3=O)cc2)c1OC	9	-1	-11	-2	-5	2	1	4	-2	1
O=C(NNC(=O)C1C2CCCCC21)c1coc(=O)c(Br)c1 (stereo unspecified)	3	0	11	18	9	13	16	-3	-4	5
COC(=O)NC1(C(F)(F)F)C(=O)Nc2c1c(=O)n(C)c(=O)n2C (stereo unspecified)	4	-3	4	3	2	-4	3	0	1	-2
O=C(NCCOc1ccc(Cl)cc1)C1CCCCC1	-1	1	-6	-5	4	4	-2	4	4	-3
Oc1ccc(C[C@H]2CNC(=S)N2CC2CCCN2C[C@H](Cc2ccc(O)cc2)N2C[C@H](Cc3ccc(O)cc3)N(CC3CCCCCC3)C2=S)cc1 (stereo partly specified)	-1	-2	-74	16	4	-34	-56	1	1	1
CCOC(=O)c1csc(NC(=O)C2=COCCO2)n1	3	-4	-5	1	9	4	-1	2	-6	-1
COc1ccc(S(=O)(=O)N2Cc3ccccc3CC2C(=O)Nc2nccs2)cc1OC (stereo unspecified)	-1	3	-9	4	-7	-7	-2	-6	5	0
S=C(c1ccccc1)N1CCCc2ccccc21	7	1	6	-3	-1	-4	-3	-4	-2	2
C/C(CC(=O)NCc1ccco1)=N\NC(=O)Cc1ccccc1	3	2	-2	2	-5	5	1	-1	4	4
O=C(O)c1ccc(-n2cccc2)cc1O	1	0	-4	3	10	6	0	1	5	0
CC(=O)N1CCN(CC(=O)Nc2c(Cl)cc(Cl)cc2Cl)CC1	-2	-4	9	-2	2	-1	2	2	0	4
O=C(N/N=C\c1cn(-c2ccccc2)nc1-c1ccccc1)c1ccc2c(c1)OCO2	8	-3	-58	4	9	-7	-82	5	1	-2

Full records, quoted from the list:
CC(=O)N1CCN(CC(=O)Nc2c(Cl)cc(Cl)cc2Cl)CC1 reads NPR2 activator: -2; UHRF1 binding: -4; HTRA1 inh: 9; rCAG binder: -2; TCR-CD3 inh: 2; ABHD4 inh: -1; SIAE inh: 2; GC-A act: 2; MBD2 inh: 0; PRMT1 FP inh: 4
S=C(c1ccccc1)N1CCCc2ccccc21 reads NPR2 activator: 7; UHRF1 binding: 1; HTRA1 inh: 6; rCAG binder: -3; TCR-CD3 inh: -1; ABHD4 inh: -4; SIAE inh: -3; GC-A act: -4; MBD2 inh: -2; PRMT1 FP inh: 2
CCC[C@@H](CN1CCC[C@H]1CN1C(N)=NC[C@H]1C(C)C)N1C[C@@H](Cc2ccccc2)N(CCCC2CCCC2)C1=N reads NPR2 activator: 4; UHRF1 binding: 3; HTRA1 inh: 0; rCAG binder: 12; TCR-CD3 inh: -11; ABHD4 inh: 11; SIAE inh: 3; GC-A act: -1; MBD2 inh: 0; PRMT1 FP inh: 5

(continued)
SMILES	NPR2 activator	UHRF1 binding	HTRA1 inh	rCAG binder	TCR-CD3 inh	ABHD4 inh	SIAE inh	GC-A act	MBD2 inh	PRMT1 FP inh
Oc1ccccc1C=NCCCCCCN=Cc1ccccc1O	-2	-1	9	0	7	0	1	9	-2	-1
CC(Oc1ccccc1)C(=O)Nc1ccc(S(=O)(=O)N2CCN(C)CC2)cc1 (stereo unspecified)	-3	4	-1	-3	5	-3	-3	-1	0	0
N#Cc1ccc(C(=O)OCC(=O)N2CCN(C(=O)c3ccco3)CC2)cc1	1	3	3	4	0	4	-4	3	4	2
O=C(COC(=O)c1cc(Cl)ccc1Cl)Nc1ccc2[nH]c(=O)[nH]c2c1	1	4	-1	5	0	-6	-3	1	4	-4
CC(=O)N1c2ccc(S(=O)(=O)N(C)CC(=O)NCc3ccc(C)cc3)cc2CC1C (stereo unspecified)	1	0	-5	2	10	-7	-3	1	-2	0
CC1=C(/C=C/C(C)=C/C=C/C(C)=C/C(=O)O)C(C)(C)CCC1	1	-2	6	13	5	-9	5	4	0	2
COc1cc(C(=O)NCc2ccc(S(N)(=O)=O)cc2)ccc1OCC(=O)N1CCOCC1	6	9	1	4	3	1	-6	2	-7	-2
O=C(NCC1CCOCC1)c1ccc(OC2CCN(Cc3ccccn3)CC2)cc1	0	1	2	-8	-5	4	-2	-4	-6	3
Cc1ccnc(NC(=O)c2ccc3c(c2)C(=O)N(CC(C)C)C3=O)c1	-3	-1	-7	-8	4	-1	-3	7	1	1
COc1cccc(/C=C2\Oc3cc(OC(=O)N4CCOCC4)ccc3C2=O)c1	0	1	8	2	1	11	-8	9	5	6
COCCCn1c(C)nnc1SCC(=O)Nc1ccc(C(C)=O)cc1	5	3	5	-4	-10	4	-3	-1	0	1
CCOC(=O)c1c(C)[nH]c(NC(=O)N2CCOCC2)c1C	-1	1	-5	0	0	1	1	3	1	1
COc1ccc(CCNC(=O)COC(=O)C2CC2C)cc1OC (stereo unspecified)	4	17	5	1	-5	3	-2	0	2	0
O=C(N[C@@H](Cc1cccnc1)C(=O)N1CCC[C@H]1C(=O)NCc1ccccc1)c1ccccc1	-5	1	.	0	5	5	-2	0	-3	1
COc1ccc(NC(C)=O)cc1S(=O)(=O)Nc1ccc(C(=O)N2CCCC2)cc1	3	0	-2	-3	-2	1	1	4	1	-2
COc1ccc(C(=O)Nc2ccc(Cl)cn2)cc1S(=O)(=O)N1CCCC1	-1	5	-11	-1	-6	4	4	2	6	4
Cc1ccc(NC2CC(C)NC(=S)N2)cc1 (stereo unspecified)	-8	-4	-1	-2	2	-2	8	6	1	-1
Cc1ccc(S(=O)(=O)c2cn(C)c3cc(N4CCOCC4)c(F)cc3c2=O)cc1	26	-3	0	-3	-1	2	0	25	3	-1
NS(=O)(=O)c1ccc(CNC(=O)c2ccncc2)cc1	-2	0	0	-2	13	-3	0	0	1	-4
CCOC(=O)c1[nH]c(C)c(C(=O)OCC(=O)N(Cc2ccccc2)C(C)C)c1C	7	-3	-21	1	6	-2	4	4	2	1
